S3 lipid droplet: qHTS Assay for Lipid Storage Modulators in Drosophila S3 Cells; Drosophila S3 cells, BODIPY lipid droplet fluorescence, 18-24 h; cells fed with added oleic acid; lipid storage change, negative = inhibition, % at the top dose, mostly 46.1 µM; hits show Potency in µM; 320,000 tested, 0.64% active; AID 2685; active = well fitted inhibition curve with a large enough effect in the signal ratio, with a control signal flat, not every such curve was filed as active; inconclusive = small, poorly fitted or top-dose-only effect, or effect the other way, or a change in a side signal; the % refers to the signal ratio
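Drosophila S3 cells got compounds at several concentrations plus oleic acid (400 uM solution). Laser-scanning cytometry with 488 nm excitation read lipid droplets at 500-530 nm and cells at 575-640 nm. Percent activity was relative to 20 uM Triacsin C.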
S3 lipid droplet cell count max: further read-out of S3 lipid droplet, marked with its call; cell number change, %; measured here: cell count max response;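 cells counted by Cell Tracker Red CMTPX staining in the red channel; peak over a dose series mostly up to 46.1 µM; percent activity relative to internal control wells on each plate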
Active calls of the source: *; i = inactive; ? = inconclusive; . = not tested or not shown; [ ] = dose if it differs, or a comment. % is set by controls: 0 for no effect and ±100 for the full control effect; potency is the fitted concentration of half-maximal effect. An excerpt. The share of hits here may be higher or lower than overall.

SMILES	S3 lipid droplet	S3 lipid droplet cell count max
Cn1c(NCc2c[nH]c3ccccc23)nc2ccccc21	?	.
CCn1c(=NC(=O)CS(=O)(=O)c2ccccc2)sc2cccc(OC)c21	?	.
CC(C)(C)NS(=O)(=O)c1ccc(NC(=S)NC(=O)C2CC2)cc1	?	.
Cc1ccc2c(c1)N(C(=O)CCC(=O)NCCCN(C)Cc1ccccc1)CCO2	i	-4
CCOC(=O)c1ccccc1NC(=O)c1ccc(F)cc1	?	.
COC(=O)NNC(=O)COc1ccc2ccccc2c1Br	?	.
C/C(=N\Nc1cccc(C(F)(F)F)c1)c1ccc(O)cc1	?	.
Cc1ccc(N2CC(C(=O)NC3CCSC3=O)CC2=O)cc1 (stereo not given)	?	.
Cn1c(SCC(=O)Nc2ccccc2O)nnc1-c1ccco1	?	.
CCOC(=O)N1CCN(C(=O)c2cc3c(-c4cccc(OC)c4)nn(C)c3s2)CC1	i	-5
CCOc1cccc(CN2CCN(CCCc3ccccc3)C(CCO)C2)c1O (stereo not given)	?	.
CC(C)(C)c1ccc(C(=O)NC(=O)CSc2n[nH]c(N)n2)cc1	?	.

3 entries from above, with two lines to a compound.
Values run as follows: S3 lipid droplet, S3 lipid droplet cell count max
Cc1ccc(N2CC(C(=O)NC3CCSC3=O)CC2=O)cc1 (stereo not given)
  ?, .
Cn1c(SCC(=O)Nc2ccccc2O)nnc1-c1ccco1
  ?, .
CCOC(=O)N1CCN(C(=O)c2cc3c(-c4cccc(OC)c4)nn(C)c3s2)CC1
  i, -5

Other structures.
SMILES	S3 lipid droplet	S3 lipid droplet cell count max
CCCCN(Cc1cc2cc(C)ccc2[nH]c1=O)C(=O)c1ccccn1	9%	.
O=S(=O)(NCc1ccccc1)c1cccc2cccnc12	i	2
Cc1nc2ccc(NC(=O)/C=C/C(=O)O)cc2nc1C	11%	25
CCCCC(=O)N/N=C/c1ccc(Sc2cccc3cccnc23)o1	?	.
Cc1[nH]c2ccccc2c1C1=NNC(=Nc2ccc(F)cc2)SC1	?	.
Cc1c(Cc2ccccc2)c(=O)oc2cc(OCc3ccc(C(=O)O)cc3)ccc12	?	.
CCCN1C(=O)C(O)(CC(=O)c2ccc3c(c2)OCCO3)c2ccccc21 (stereo not given)	i	.
Cc1ccc(/C=N/NC(=O)CNC(=O)c2ccc(S(=O)(=O)N(C)C)cc2)o1	?	.
CCOc1ccccc1C(=O)NCC(=O)NCC1CCCCC1	i	-4
CN1CCN(C(=O)CCNC(=O)Cn2cnc3ccccc3c2=O)CC1	?	.
C=CCN1CC2(c3ccccc3)CN(CC=C)CC(c3ccccc3)(C1)C2=O	1%	4
Cc1ccc(-c2nc3cccnc3s2)cc1NC(=O)C1c2ccccc2Oc2ccccc21	?	.

SMILES	S3 lipid droplet	S3 lipid droplet cell count max
CC(C)N1CCC(N2CCN(Cc3ccc(Oc4ncccn4)cc3)CC2CCO)CC1 (stereo not given)	13%	29
Cc1cc(C(=O)N/N=C/c2ccc(O)c(O)c2O)c(C)n1-c1ccccc1	?	.
CN1Cc2c(N3CCOCC3)nc(SCCC#N)c(C#N)c2CC1(C)C	?	.
Cc1ccc(C)c(NC(=O)c2cc3ccccc3o2)c1	?	.
CCN(CC)CCN1C(=O)c2ccccc2NC1c1ccc(C)cc1 (stereo not given)	?	.
COc1ccc(CN=C2Nc3ccccc3CS2)cc1	?	.
CCN(CC)C(c1ccc(F)cc1)c1nnnn1C1CCCCC1 (stereo not given)	11%	-8
CCOC(=O)N1CCN(C(=O)Cn2nc(-c3ccc(Cl)cc3)ccc2=O)CC1	i	7
CC(=O)N(Cc1cccs1)Cc1cc2cc(C)c(C)cc2nc1Cl	-19%	-2
CCCCNC(=O)c1cc2c(=O)n3cccc(C)c3nc2n(CCN2CCOCC2)c1=N	i	.
Cc1nn(Cc2ccc(C(=O)N/N=C/c3ccncc3)o2)c(C)c1Cl	?	.
Cc1nc(NS(=O)(=O)c2ccccc2)sc1NC(=O)OCCN(C)C	?	.

SMILES	S3 lipid droplet	S3 lipid droplet cell count max
COc1ccc2c(CCNC(=O)Nc3ccccc3)c[nH]c2c1	-5%	2
Cc1ccc(-n2c(=O)c3ccccc3n(CC(=O)C(C)(C)C)c2=O)cc1	4%	7
CC(=O)c1c(N2CCOCC2)nc(=S)n(-c2ccc([N+](=O)[O-])cc2)c1C	?	.
CC1(OC(=O)CCc2ccccc2)C(=O)C=C2C=C(c3ccc(C#N)cc3)N(Cc3ccccc3)C=C2C1=O (stereo not given)	10%	-6
CC1CCC2C(=O)N(c3ccc(C(=O)Oc4cccc5cccnc45)cc3)C(=O)C2C1 (stereo not given)	-10%	-14
CCOc1ccc(C(=O)O)cc1OC	i	12
Cc1cccc(C(=O)NCCC(=O)Nc2ccc(C)c(F)c2)c1	17%	24
CN1CCN(C2=Cc3cc(Cl)ccc3Sc3cc(F)ccc32)CC1	?	.
O=C(CCCN1C(=O)/C(=C/c2ccccc2Cl)SC1=S)NNC(=O)c1ccc(Cl)cc1Cl	-24%	-11
CN1CCN(C(=O)c2ccccc2-c2nc(-c3ccccc3)no2)CC1	?	.
Cc1nn(CC2CCCCC2)c(N)c1-c1ccccc1	?	.
CCCOc1cccc(C(=O)Nc2cccnc2)c1	19%	-18

In the list so far, 2 have a cyano group.
SMILES	S3 lipid droplet	S3 lipid droplet cell count max
CN1Cc2c(N3CCOCC3)nc(SCCC#N)c(C#N)c2CC1(C)C	?	.
CC1(OC(=O)CCc2ccccc2)C(=O)C=C2C=C(c3ccc(C#N)cc3)N(Cc3ccccc3)C=C2C1=O (stereo not given)	10%	-6

Next part:
SMILES	S3 lipid droplet	S3 lipid droplet cell count max
COc1cc2c(cc1OC)C1=C(C#N)CC/C(=N\S(=O)(=O)c3cccc(Cl)c3)N1CC2	-5%	1
COc1cccc(NC(=O)Cn2cc(C#N)c3ccccc32)c1	7%	2
O=C(NNC(=O)c1cncc(Br)c1)c1ccncc1	?	.
COc1ccc2nc(-c3cccc(N)c3)[nH]c2c1	?	.
CCCCCCC(=O)OCC(=O)c1ccc2c(c1)NC(=O)CO2	?	.
Cc1nn(-c2ccccc2)cc1/C=N/NC(=O)c1cccs1	2%	-9
O=C1CC(Nc2ccc(N3CCOCC3)cc2)C(=O)N1c1ccccc1F (stereo not given)	-5%	-5
Clc1ccc(CN2CCCCCCC2)cc1	-1%	11
CN(C)c1cc(N/N=C\c2ccccc2)nc(N(C)C)n1	4%	4
O=C(CN(Cc1cccs1)C(=O)CNS(=O)(=O)c1ccc(Cl)cc1)NCc1ccco1	?	.
CCc1noc(C)c1C(=O)Nc1nc2c(C)cccc2s1	?	.
Cc1ccc(S(=O)(=O)N(C)c2ccc(C(=O)N3CCC(C(N)=O)CC3)cc2)cc1	23µM*	-5.2*

SMILES	S3 lipid droplet	S3 lipid droplet cell count max
CC(C)(C)N1C(=O)[C@H]2[C@@H](c3ccc(Br)cc3)N3C(=O)N(c4ccc(Br)cc4)C(=O)[C@@]3(Cc3ccccc3)[C@H]2C1=O	-4%	11
O=C(CNC(=S)N(Cc1ccccc1F)C1CCCCC1)NCCCN1CCOCC1	?	.
O=C(/C=C/c1cccs1)N1CCc2ccccc21	?	.
C=CCn1c(=N)n(CC(=O)O)c2ccccc21	?	.
CC(=O)Nc1ccc2c(c1)NC(=O)CC2	-3%	10
Cc1ccccc1C(=O)OCc1cnc(Cl)s1	?	.
CCCn1c(NC(=O)CCNC(=O)c2ccccc2Cl)nc2ccccc21	i	1
COCCN1CCN(Cc2cn[nH]c2-c2cc3ccccc3o2)CC1	24%	2
N#CCCn1cnc2ccccc21	?	.
Cc1ccnc(NS(=O)(=O)c2ccc(NC(=O)CCS(=O)(=O)c3ccccc3)cc2)n1	?	.
CC(=O)NCCNc1ccc([N+](=O)[O-])cc1C#N	?	.
O=C(NC1CCCC1)C1CC(=O)N(C2CCCCCCC2)C1 (stereo not given)	?	.

SMILES	S3 lipid droplet	S3 lipid droplet cell count max
Oc1ccc(C2Nc3cccc4cccc(c34)N2)c(O)c1	?	.
O=C1OCCN/C1=C\C(=O)c1ccccc1	?	.
CN(CC(=O)Nc1ccc(F)cc1)CC(=O)NC1CCCCC1	?	.
COCCNc1nnc(SCC(=O)Nc2cc(-c3ccccc3)nn2-c2ccccc2)s1	?	.
COc1ccc(C(C(=O)NC2CCCC2)N(CCN(C)C)C(=O)c2snc(C(N)=O)c2N)cc1 (stereo not given)	7%	-2
CCOc1cc(Br)cc(C(c2c(C(=O)O)[nH]c3ccccc23)c2c(C(=O)O)[nH]c3ccccc23)c1O	?	.
OC(C#CCN1CCCCCC1)(c1ccccc1)c1cccnc1 (stereo not given)	?	.
[O-]c1n[n+](-c2ccc(Cl)cc2Cl)cc2ccccc12	18%[9.22 µM]	17
N=c1sccn1CC(=O)Nc1ccccc1Sc1ccccc1	-1%	17
Cc1cccc(Cn2c(SCCN3CCOCC3)nc3c2c(=O)n(C)c(=O)n3C)c1	?	.
CC(C)(C)c1ccc(-n2ncc3c2CCCC3NC(=O)CN2CCCCC2=O)cc1 (stereo not given)	?	.
O=C(CN1C(=O)c2cccc3cccc1c23)N1CCN(c2ccccc2)CC1	?	.

SMILES	S3 lipid droplet	S3 lipid droplet cell count max
CN(C)c1ccc(C=C2C(=O)OC3(CCCC3)OC2=O)cc1	11%	5
COc1cc(CN2CCC(C(=O)NC3CCCC3)CC2)cc(Br)c1O	9%	8
Cc1ccc(CCC(=O)Nc2ncc(Cc3cc(Cl)ccc3Cl)s2)o1	7%	5
O=C(CSC1=NNC(c2ccccn2)S1)Nc1ccccc1 (stereo not given)	?	.
O=C(Oc1ccc2ccccc2c1Cl)N1CCCCCC1	-16%	-13
O=C(CSc1nnc(Cc2cc(=O)[nH]c(=O)[nH]2)n1-c1ccccc1)N1CCCc2ccccc21	?	.
CN(C(=O)c1ccccc1OCc1ccc(F)cc1)c1c(N)n(Cc2ccccc2)c(=O)[nH]c1=O	?	.
CCCCS(=O)(=O)NC1=NCN(CCO)CN1	?	.
O=C(Nc1ccncc1)c1ccc(F)cc1	?	.
Cc1cccc(NC(=S)N=Nc2c(O)n(C)c3ccc(S(=O)(=O)N4CCOCC4)cc23)c1	?	.
Cc1cc(C)c2nc(/N=C(\N)NC(=O)c3ccccc3)nc(C)c2c1	12%	13
Cc1cc(=O)oc2cc(OCC(=O)N3CC(=O)Nc4ccccc43)c(Cl)cc12	20%	1

SMILES	S3 lipid droplet	S3 lipid droplet cell count max
COC(=O)c1ccc(CSc2nnc3c(n2)[nH]c2ccccc23)cc1	3%	17
CCOC(=O)C(C)Oc1cccc2c(=O)n(CC(=O)N3CCCc4ccccc43)ccc12 (stereo not given)	i	.
CC(C)(C)n1nnnc1C(c1cccs1)N1CCN(C(=O)c2ccco2)CC1 (stereo not given)	i	.
COc1nc(N/N=C/c2ccccc2F)nc(N2CCCCC2)n1	?	.
CCC(NC(=O)c1cc(COc2ccc(F)c(F)c2)on1)c1ccncc1 (stereo not given)	-16%	.
Cc1sc(NC(=O)CN(Cc2ccc(F)cc2)C(=O)C(C)C)c(C(N)=O)c1C	?	.
O=C(Nc1c(Cl)cccc1Cl)c1ccc(-c2ccccc2)cc1	5%	0
CC1=C(C)/C(=N\OS(=O)(=O)c2ccc(C)cc2)C=CC1=O	?	.
CCC(C)(C)NC(=O)C(c1cccc(OC)c1OC)N(CC(C)C)C(=O)CCC(=O)Nc1cc(C)on1 (stereo not given)	-1%	16
CCOc1ccc(N/N=C(/C#N)C(N)=O)cc1	?	.
CC1Cc2ccccc2N1C(=O)COC(=O)c1n[nH]c(=O)c2ccccc12 (stereo not given)	?	.
COc1ccc(NC(=O)c2ccccc2NC(=O)CSc2ccccc2)cc1	?	.

SMILES	S3 lipid droplet	S3 lipid droplet cell count max
CN(CC(=O)Nc1ccccc1Cl)C(=O)Cn1nnc(-c2ccc(F)cc2)n1	i	.
COc1cccc(/C=C2\CCC(C3CCCC3)C2=O)c1OC (stereo not given)	i	10
O=C(COC(=O)C1CCN(C(=O)c2ccc(Cl)cc2)CC1)NC1CCS(=O)(=O)C1 (stereo not given)	?	.
S=c1[nH]nc(-c2ccccc2Cl)n1Cc1ccccc1	?	.
COc1cccc(/C=C2/Sc3ccc(C(=O)NCCN4CCCCCC4)cc3NC2=O)c1	?	.
CC(=O)Nc1cccc(C(=O)NCC2(N3CCCCC3)CCCCC2)c1	3%	1
COc1ccc(OC)c([C@@H]2OCCC=C[C@H]2C)c1	8%	0
CC1(c2nnc(-c3ccc(Cl)cc3)o2)CC(c2ccncc2)=NO1 (stereo not given)	20%	4
CC12CCC(=O)N1C(C(=O)NCCN1C(=O)S/C(=C\c3ccccc3Cl)C1=O)CS2 (stereo not given)	?	.
O=C(CCSCc1ccc(Cl)cc1)NCc1cccnc1	-3%	4
Cc1cccc(C)c1NC(=S)NC(C)(C)CO	-3%	-13
Cc1cc(F)ccc1NC(=O)C1CCN(C(=O)Nc2ccccc2)CC1	?	.

SMILES	S3 lipid droplet	S3 lipid droplet cell count max
COc1ccc(CN(C)CC(=O)Nc2cccc(S(=O)(=O)N(C)c3ccccc3)c2)c(OC)c1	?	.
CCOc1ccccc1NC(=O)CSc1nnc2ccc(-c3ccncc3)nn12	2%	-3
Cc1ccc(C(=O)N[C@H](C(=O)OCc2nnc(-c3ccccc3)o2)C(C)C)cc1	-7%	-21
Cc1nnc(NC(=O)CSc2nc3ccccc3[nH]2)s1	?	.

High-throughput results: PubChem BioAssay, National Center for Advancing Translational Sciences (NCATS)
